# From PubChem BioAssay
# mcGAS inh – mouse cGAS inhibition by luminescence. inhibition, % at 12.5 µM. Q8C6L5. recombinant cGAS, Kinase-Glo ATP depletion luminescence. hit rate 0.15% among 160,000;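 note: 0% = negative control wells and 100% = reference inhibitor with no enzyme activity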
# NPYLR7 ag – mosquito NPYLR7 agonism | hit rate 0.15% among 270,000 | HEK293T NPYLR7/Galpha15, GCaMP6s calcium fluorescence | activation, % at 10 µM; in the data active = activation above about 40%;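 note: 0% = vehicle and 100% = reference agonist at the receptor; some compounds past the cut are filed as inactive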
# hcGAS inh – inhibitors of human cGAS; Q8N884; recombinant h-cGAS, ATP depletion, Kinase-Glo luminescence; inhibition, % at 12.5 µM; hit rate 0.081% among 290,000; AID 1259398;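 note: 0% = vehicle reaction and 100% = reaction without DNA for no activity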
# Target sequence (Q8N884 whole entry, looked up): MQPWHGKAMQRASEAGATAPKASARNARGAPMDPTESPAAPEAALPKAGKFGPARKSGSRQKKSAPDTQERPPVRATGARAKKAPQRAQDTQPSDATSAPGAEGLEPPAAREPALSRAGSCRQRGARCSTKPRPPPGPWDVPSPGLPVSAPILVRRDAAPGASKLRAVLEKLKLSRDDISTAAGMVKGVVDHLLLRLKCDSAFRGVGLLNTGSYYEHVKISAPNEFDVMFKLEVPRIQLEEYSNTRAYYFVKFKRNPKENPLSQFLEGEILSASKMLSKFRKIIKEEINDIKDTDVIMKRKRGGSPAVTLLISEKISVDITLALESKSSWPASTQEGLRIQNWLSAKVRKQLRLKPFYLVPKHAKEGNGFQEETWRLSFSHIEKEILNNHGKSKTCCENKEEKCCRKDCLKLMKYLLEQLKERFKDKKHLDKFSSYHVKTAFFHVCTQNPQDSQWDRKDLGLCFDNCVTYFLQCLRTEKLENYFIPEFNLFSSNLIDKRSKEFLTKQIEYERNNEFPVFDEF
# Numbers without * were called inactive; . = not tested or not shown; & = joins results of further samples. Cut-off read from the data, not from the text of the source, unless noted: active = inhibition above about 40%; inactive = the rest. The order is random. About 0.29% of those tested had a hit in this group.
SMILES,mcGAS inh,NPYLR7 ag,hcGAS inh
O=C(COc1cc(Cl)ccc1Cl)NC1CCN(C2CC2)C1 (stereo not given),-6,-1,-14
C=CCn1c(Sc2ccc(S(C)(=O)=O)cc2[N+](=O)[O-])nnc1C1CCCCC1,.,-1,-4
CCCCNC(=O)c1ccc2nc(C)c(N(C)Cc3ccc(NC(C)=O)cc3)n2c1,-2,10,-5
COc1cccc(OC)c1CN1CC(O)CN(S(C)(=O)=O)CC1=O (stereo not given),-5,25,1
OCc1ccccc1-c1nccc(C(F)(F)F)n1,.,1,-1
Cc1ccc(C)c(OCC(O)CN2C(=O)NC3(CCC(C(C)(C)C)CC3)C2=O)c1C (stereo not given),.,6,-5
COC(=O)CCC(=O)NCc1cccc(-c2ncc(-c3ccccc3)[nH]2)c1,-9,0,-7
CCOC(=O)C1CCCN(C(=O)c2cnn(-c3ccc(Cl)c(Cl)c3)c2C)C1 (stereo not given),-4,-4,-4
CC(C)C(=O)Nc1nnc(SCc2c(Cl)cccc2Cl)s1,-6,27,-4
O=C(c1cccc2ccnn12)N(CCO)Cc1nccs1,.,33,-2
Cc1cc(N2CCCC2)ccc1NS(=O)(=O)c1ccccc1Cl,.,3,1
CN1CCN(CC2(CNC(=O)c3cc(=O)n(C)c(=O)n3C)CC2)CC1,-4,.,-1
CCCCCc1ccc(C(=O)N(CCCCC)Cc2nc(C(=O)OCC)cs2)cc1,-5,19,-2
CC(C)Cn1c(=O)c2ccc(C(=O)NC(C)C)cc2n2c(=O)n(CC(=O)NC(C)(C)C)nc12,-8,0,-2
COc1cc(OC)c(CNC(=O)N2CCCCC2C)c(OC)c1 (stereo not given),.,-3,2
CCOC(=O)CNC(=O)N1CCN(c2nc(-c3cccc(C(F)(F)F)c3)nc(C)c2Cc2ccccc2)CC1,-1,-3,1
COC(=O)[C@@H]1C[C@@H](NC(=O)c2cn3c4c(cccc4c2=O)CC3)CN1C,-11,18,-7
CCCC1=NN(C(C)=O)C(C(=O)NC2CC(C)(C)N(C)C(C)(C)C2)O1 (stereo not given),.,17,-7
CCCNC(=O)C(C)NC(=O)NCCc1ccn(-c2ccccc2)n1 (stereo not given),.,0,-15
COC(=O)c1csc(CN(CCC(C)C)C(=O)c2ccc(OC)cc2OC)n1,-8,-5,-10
Cc1ccc(Cl)cc1N1CCN(C(=O)c2ccc([N+](=O)[O-])cc2)C(C)C1=O (stereo not given),0,-11,-2
COCC(=O)N(Cc1ccco1)Cc1cc(NS(=O)(=O)c2ccc(OC)cc2)ccc1N(C)C,-6,1,-6
Cc1nc(CCC(=O)N2CCc3[nH]nc(-c4cccc5ccccc45)c3C2)n[nH]1,-17,29,-5
CNC(=O)Cc1ccc(Nc2nccc(OC)n2)cc1,.,5,1
CCOc1ccc(C=NN=C2NC(=O)CS2)cc1,-6,-5,-5
COc1ccc(OC)c(-c2cccc(-c3ccc(NC(=O)c4ccc(C(F)(F)F)nc4C)cc3)n2)c1,-6,-7,-4
Cc1noc(C)c1CNC(=O)N(CC1CCCCC1)C1CC1,.,-2,-10
Cc1cc(C)c(C)c(SCC(=O)NC(=O)NCC(F)(F)F)c1C,.,-5,-14
CC(C)Cn1nnnc1SCCS(=O)c1ccccc1 (stereo not given),.,1,3
NC(=O)CCOc1ccc(NC(=O)CC2CCc3ccccc32)cc1 (stereo not given),-17,1,-11

# Exported as tab-separated lines: part of the list above.
structure	mcGAS inh	NPYLR7 ag	hcGAS inh
CCCC1=NN(C(C)=O)C(C(=O)NC2CC(C)(C)N(C)C(C)(C)C2)O1 (stereo not given)	.	17	-7
CCCNC(=O)C(C)NC(=O)NCCc1ccn(-c2ccccc2)n1 (stereo not given)	.	0	-15
COC(=O)c1csc(CN(CCC(C)C)C(=O)c2ccc(OC)cc2OC)n1	-8	-5	-10
Cc1ccc(Cl)cc1N1CCN(C(=O)c2ccc([N+](=O)[O-])cc2)C(C)C1=O (stereo not given)	0	-11	-2
COCC(=O)N(Cc1ccco1)Cc1cc(NS(=O)(=O)c2ccc(OC)cc2)ccc1N(C)C	-6	1	-6
Cc1nc(CCC(=O)N2CCc3[nH]nc(-c4cccc5ccccc45)c3C2)n[nH]1	-17	29	-5
CNC(=O)Cc1ccc(Nc2nccc(OC)n2)cc1	.	5	1

# In a second layout: entries from further up.
SMILES	mcGAS inh	NPYLR7 ag	hcGAS inh
Cc1nc(CCC(=O)N2CCc3[nH]nc(-c4cccc5ccccc45)c3C2)n[nH]1	-17	29	-5
COC(=O)c1csc(CN(CCC(C)C)C(=O)c2ccc(OC)cc2OC)n1	-8	-5	-10
Cc1cc(C)c(C)c(SCC(=O)NC(=O)NCC(F)(F)F)c1C	.	-5	-14
Cc1ccc(Cl)cc1N1CCN(C(=O)c2ccc([N+](=O)[O-])cc2)C(C)C1=O (stereo not given)	0	-11	-2
CCCNC(=O)C(C)NC(=O)NCCc1ccn(-c2ccccc2)n1 (stereo not given)	.	0	-15
COc1ccc(OC)c(-c2cccc(-c3ccc(NC(=O)c4ccc(C(F)(F)F)nc4C)cc3)n2)c1	-6	-7	-4

# The list continues:
SMILES,mcGAS inh,NPYLR7 ag,hcGAS inh
Cc1nc(N2CCC(C(=O)NCC3CCCO3)CC2)c2c(C)c(C)sc2n1 (stereo not given),.,1,-5
COc1ccc(CCCCC(=O)NC(C)c2cccnc2)cc1 (stereo not given),.,-5,-11
CCOC(=O)C1(CCOc2ccccc2)CCCN(C(=O)CSC)C1 (stereo not given),.,2,-8
Cc1ccc(NC(=O)Cn2ccnc2)cc1S(=O)(=O)N1CCCCC1,.,13,-10
CC(C)(C)OC(=O)N(CC1CC1)C1CCNCC1,.,2,-5
C=CCNC(=O)c1ccccc1N1CCC(NC(=O)c2ccccc2Cl)CC1,-5,-3,-4
CCc1nc(C)sc1CN1CCC=C(CC(C)NC(C)=O)C1 (stereo not given),-15,3&1,-4&-4
NC(=S)N/N=C\c1ccc(-c2ccc(Cl)cc2)o1,-8,-4,-8
O=C(c1ccc(CO)o1)N1CCOC(c2ccc(Cl)cc2)C1 (stereo not given),-13,4,-6
Cc1ccc(-n2nc(-c3ccccc3Cl)cc2C(=O)N(CCc2ccccc2)Cc2ccccc2)cc1,-2,0,-7
NS(=O)(=O)c1cc(C(=O)O)cs1,.,1,-2
COC(=O)c1ccc2c(c1)CC(CNC(=O)c1ccc(C#N)cc1)O2 (stereo not given),-4,.,-4
COc1ccc(F)cc1-c1ccc(C(C)N2CCOCC2)cc1 (stereo not given),-18,-1,-7
CCOc1cc(S(=O)(=O)N2CCN(CCO)CC2)ccc1Br,-6,7,-8
Cc1nc(CCN2CC[C@@]3(O)CCNC[C@H]3C2)cs1,-4,.,-10

# Copied from the list.
# CCCNC(=O)C(C)NC(=O)NCCc1ccn(-c2ccccc2)n1 (stereo not given) in hcGAS inh → -15
# Cc1noc(C)c1CNC(=O)N(CC1CCCCC1)C1CC1 in NPYLR7 ag → -2
# CC(C)C(=O)Nc1nnc(SCc2c(Cl)cccc2Cl)s1 in mcGAS inh → -6
# NC(=O)CCOc1ccc(NC(=O)CC2CCc3ccccc32)cc1 (stereo not given) in NPYLR7 ag → 1
# Cc1ccc(NC(=O)Cn2ccnc2)cc1S(=O)(=O)N1CCCCC1 in NPYLR7 ag → 13

# (next part)
SMILES,mcGAS inh,NPYLR7 ag,hcGAS inh
CN1C(=O)C2ON(c3ccc(Cl)cc3)C(c3cccs3)C2C1=O (stereo not given),-3,14,-10
Cc1sc2ncnc(Sc3ncnc4sc(C)c(C)c34)c2c1C,-4,-3,-4
CN1CCC(OC2CCN(C(=O)c3nccn3C)CC2)CC1,-4,.,-6
CCOC(=O)C1(CCc2ccccc2)CCN(C(=O)CCc2c(C)noc2C)CC1,.,6,-8
CCCCn1c(N)c(N(CC)C(=O)C=Cc2ccco2)c(=O)[nH]c1=O,.,1,-1
Cc1ccc(Oc2ncc(Cl)cc2Cl)c([N+](=O)[O-])n1,.,-1,-6
CCn1nnc2c(N3CCN(c4cccc(C(F)(F)F)c4)CC3)ncnc21,.,8,-7
Cc1cccc(C)c1Nc1c(C(C)C)nc2ccc(Br)cn12,0,-8,0
Cn1ccnc1SCc1cc(=O)c(OC(=O)c2ccc(Br)o2)co1,-7,11,-3
COc1cc2[nH]c3c(=O)n(CC(=O)NCc4ccc(SC)cc4)cnc3c2cc1OC,-10,2,-4
O=C(/C=C/c1ccco1)N1CCC(n2c(-c3ccccc3)nc3ccc(F)cc32)CC1,2,-10,1
Cc1ccc2nc(N3CCC(C(=O)NCCC4COc5ccccc5O4)CC3)nc(C)c2c1 (stereo not given),-4,14,2
CCOc1nc(-c2cccc(C(F)(F)F)c2)n(-c2cccc(NC(=O)Nc3ccc(F)cc3F)c2)n1,-5,-7,-1
CCC(C)NC(=O)NC(C(=O)NC)c1ccccc1 (stereo not given),.,2,3
COCCN1CC(CNc2nncc(-c3ccc(Cl)cc3)n2)CC1=O (stereo not given),-1,-8,4
O=C(/C=C/c1ccc(S(=O)(=O)NC2CC2)cc1)NC1=NCCS1,-5,11,-2
O=C(NCCCN1CCOCC1)c1cc2n(n1)CCN(CC1CC1)C2=O,-7,10,-8
Cn1cc(C(CC(=O)N2CCC(n3c(=O)[nH]c4ccccc43)CC2)c2cccc(C(F)(F)F)c2)c2ccccc21 (stereo not given),0,-16,-2
CCCc1nc(C(=O)N2CCN3C(=O)CNC(=O)C3C2)cs1 (stereo not given),.,5,-5
CN1CCOc2cc(C(=O)N[C@@H]3C[C@@H](CO)N(C)C3)ccc21,.,-3,-2
COc1ccc(CCN(C)C(=O)c2cc(-c3ccc([N+](=O)[O-])cc3)nn2-c2cccc(Cl)c2)cc1OC,1,-7,5
CCN1C(=O)N(CCCc2cccnc2)C(=O)C12CCN(Cc1cnc(-c3ccccc3)s1)CC2,-7,17,-11
O=C(O)CSc1nnc(-c2ccco2)o1,.,27,-8
COc1ccc(OC)c(C=NNC(=O)c2cccc(I)c2)c1,.,3,1
CCOC(=O)C1(CCOc2ccccc2)CCCN(C(=O)Cn2cccn2)C1 (stereo not given),.,3,-7
COc1ccc2nc(-c3cccc(NC(=O)c4cccc(C)c4)c3)cn2n1,-9,-15,-4
CNC(=O)CSc1nnc(N2CCN(C(=O)Cc3cccc4ccccc34)CC2)s1,-7,-11,1
O=C(CCCSc1nnc(-c2ccccc2)n1-c1ccccc1)N1CCN(c2cccc(Cl)c2)CC1,-3,10,-2
COCCNC(=O)c1cc(C)n2nc(-c3ccccc3)cc2n1,-6,20,-3
Cc1ccsc1C(=O)N1CCC(CCC(=O)Nc2ccc3c(c2)OCCO3)CC1,.,6,-7
CC1(C(=O)NS(=O)(=O)c2cccc(C#N)c2)CCN1C(=O)CC1CCCCC1 (stereo not given),.,2,-10
CCCOc1ccccc1C=C(C#N)c1ccc([N+](=O)[O-])cc1,.,-4,-6
Cc1ccccc1CSc1n[nH]c(=O)c2cc(-c3ccco3)nn12,2,.,4
CCOC(=O)c1c(NC(=O)C2COc3ccccc3O2)c(-c2cccc(F)c2)cn1C (stereo not given),1,0,4
CC(C)(C)c1nnnn1CCC1OCCCO1,.,-1,-9
CCc1ccc(-n2c(C)c(C)n3c4c(=O)n(CCCO)c(=O)n(C)c4nc23)cc1,-8,-3,-6
Cc1nc(CN(C)c2nc3nonc3nc2NCc2ccccc2)cs1,.,8,-8
CCC(=O)C(=O)N1CCC(=O)N(CC2CC2)C(C(C)C)C1 (stereo not given),-3,.,-1
CC1CCN(C(=O)c2ccn(C(C)C)n2)C1 (stereo not given),.,-3,0
Nc1[nH]n(-c2ccccc2)c(=O)c1N=Nc1ccccc1[N+](=O)[O-],-6,1,-7
Cc1nnnn1CCCN1CCC(Cc2cccc(C(=O)O)c2)CC1,-8,2,-9
CS(=O)(=O)c1ccc(-c2csc(N)n2)cc1,-4,0,-2
Cc1cc(NC(=O)c2ccccc2)n(C2CCS(=O)(=O)C2)n1 (stereo not given),-8,5,-4
c1ccc(CCC2CCN(Cc3nc(COc4ccccc4)no3)CC2)cc1,-5,2,-3
Cc1n[nH]c(C)c1Cc1n[nH]c(=O)n1CC1CCCCC1,.,19,2

# Whole records as entered above. Order of screens: mcGAS inh, NPYLR7 ag, hcGAS inh
# Cc1n[nH]c(C)c1Cc1n[nH]c(=O)n1CC1CCCCC1 is entered as ., 19, 2
# CCC(=O)C(=O)N1CCC(=O)N(CC2CC2)C(C(C)C)C1 (stereo not given) is entered as -3, ., -1
# CC(C)(C)c1nnnn1CCC1OCCCO1 is entered as ., -1, -9

# (further entries)
SMILES,mcGAS inh,NPYLR7 ag,hcGAS inh
O=c1cc(C2CCCNC2)nc(-c2csc3c2CCCC3)[nH]1 (stereo not given),.,0,-14
CCOc1ccc(CN(Cc2ccc(F)cc2)Cc2nc(C(=O)NCc3ccncc3)co2)cc1,-5,12,-4
CCc1ccc(-n2c(-c3ccc(OC)c(OC)c3OC)nc3ccccc3c2=O)cc1,-5,0,-2
CN1CCCN=C1/C=C/c1cccs1,-5,-7&2,3&3&-1
Nc1ncc(-c2ccccc2Oc2ccccc2)cc1-c1ccc(F)cc1F,-2,-3,-1
CCCCC1C=CCN1C(=O)CN1C(=O)NC(C)(C)C1=O (stereo not given),.,3,3
Fc1ccc(NC(=S)N(Cc2c(-c3ccccc3)noc2N2CCCCC2)CC2CCCO2)cc1 (stereo not given),-5,3,-1
CCOc1ccccc1NC(=O)C1C2CC3CC(C2)CC1C3 (stereo not given),.,2,-13
Cc1cc(NC(=O)c2ccccc2-c2nc(C(C)(C)C)no2)ccc1N(C)C,-16,13,-4
O=c1oc(-c2ccc(Oc3ccc([N+](=O)[O-])cc3)cc2)nc2ccccc12,-5,-6,-6
Cc1ccc(SCCn2cc(-c3cccc(O)c3)nn2)cc1,.,3,-7
Cc1ccccc1CSc1nc(=O)[nH]c2c1CCCC2,-7,1,-7
Cc1nn(C)cc1-c1ccnc(N2CCC(c3nc4ccc(F)cc4[nH]3)CC2)n1,.,-7,-1
